# High-throughput results from PubChem BioAssay.
# Vif inh – blocks HIV Vif function. inhibition, % at 7.49 µM. HEK293T cells, Vif self-association by quenched fluorescence, imaging, 24 h. AID 602346. 0.35% of 340,000 active; in the data active = inhibition above about 50%, passing the limit was not always enough; note: some results filed as inactive read as strong as hits
# N-glyco inh – N-linked glycosylation inhibition; 0.23% of 360,000 active; reporter increase, % at 12.5 µM; D54 ERlucT glycosylation luciferase reporter, 24 h; percent of 100 nM tunicamycin response;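 active = mean luciferase reporter signal, scaled so untreated is 0 and the glycosylation-blocking control 100, at or above a set limit in every replicate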;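 note: luciferase carries N-glycosylation sites so blocking glycosylation raises the light; 0% = median of neutral control wells and 100% = median of 100 nM tunicamycin wells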
# MC4R ag barr – agonists of human melanocortin 4 receptor (MC4R) beta-arrestin; AID 540308; 0.98% of 360,000 active; U2OS MC4R beta-arrestin complementation, luminescence; percent of melanotan II response, DMSO zero; activation, % at 8.9 µM; P32245;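 active = activation above a per-plate cutoff, the mean activation of sample wells on that plate plus 3 SD, cut at about 8% in these data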
# aDG glyco up – alpha-DG glycosylation activation; Pro5-aDG cells, alpha-DG glycosylation AlphaScreen (IIH6); 0% Pro5, 100% B10-LARGE cell signal; 0.22% of 360,000 active; activation, % at 10 µM;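 active = activation of at least 8% versus controls, or a plate z-score of at least 8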;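 note: Pro5 are CHO cells carrying HIG-tagged alpha-DG that lacks glycosylation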
# ABCB6 inh 2 – blocks the human ABCB6 transporter. 0.19% of 360,000 active. Q9NP58. fluorescence ratio to DMSO, % at 10 µM. K562-ABCB6 porphyrin accumulation, flow cytometry, 1 h; hits give low values;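 active = fluorescence ratio to DMSO below 75%, the collection mean minus 3 SD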;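 note: signal is porphyrin accumulated inside mitochondria; 100% equals median channel fluorescence of DMSO control wells; lower ratio means ABCB6 inhibition with less porphyrin fluorescence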
# Target sequence (Q9NP58 whole entry, looked up): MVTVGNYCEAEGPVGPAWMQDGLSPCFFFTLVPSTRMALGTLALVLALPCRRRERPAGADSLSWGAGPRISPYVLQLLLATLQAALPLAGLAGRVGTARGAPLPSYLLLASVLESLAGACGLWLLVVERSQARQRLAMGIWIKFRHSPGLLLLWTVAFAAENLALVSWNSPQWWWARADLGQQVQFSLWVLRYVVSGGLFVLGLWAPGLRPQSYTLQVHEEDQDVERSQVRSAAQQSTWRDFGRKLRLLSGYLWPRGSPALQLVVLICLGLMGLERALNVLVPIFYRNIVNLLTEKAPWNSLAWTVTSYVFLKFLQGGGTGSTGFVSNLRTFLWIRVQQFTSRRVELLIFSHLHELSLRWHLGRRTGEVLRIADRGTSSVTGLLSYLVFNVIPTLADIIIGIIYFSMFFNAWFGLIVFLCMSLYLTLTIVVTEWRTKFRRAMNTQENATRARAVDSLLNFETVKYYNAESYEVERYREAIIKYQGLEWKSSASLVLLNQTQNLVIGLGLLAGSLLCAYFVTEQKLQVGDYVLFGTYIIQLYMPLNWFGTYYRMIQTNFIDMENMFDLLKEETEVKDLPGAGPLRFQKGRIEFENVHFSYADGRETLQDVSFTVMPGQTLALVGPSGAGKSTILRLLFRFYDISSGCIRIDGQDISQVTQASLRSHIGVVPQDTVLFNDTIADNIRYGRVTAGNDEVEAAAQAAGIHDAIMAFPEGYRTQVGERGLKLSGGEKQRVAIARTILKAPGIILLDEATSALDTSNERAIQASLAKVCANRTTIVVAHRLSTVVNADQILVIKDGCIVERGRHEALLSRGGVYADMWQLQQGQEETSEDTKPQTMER
# PDI turbidity – blocks human protein disulfide isomerase activity; P07237; PDI insulin aggregation turbidity, A650, 90 min; inhibition, % at 10 µM; 0.052% of 350,000 active;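 active = mean inhibition across replicates of 30% or more, whatever share of single replicates reach that level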;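 note: absorbance from insulin aggregation driven by PDI reduction with DTT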
# H9c2 protect – protects H9c2 cardiomyocytes from peroxide injury; protection from H2O2 cell death, % at 20 µM; H2O2 injury protection, ATPLite, 2 h; 0.63% of 360,000 active;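 active = compounds giving at least 50% protection of heart cells from peroxide-induced death in the single-dose screen, raw or plate-pattern-corrected value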;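 note: 0% = DMSO wells with peroxide and 100% = DMSO wells without peroxide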
# m5-HT2A agonist – mouse HTR2A agonism via beta-arrestin recruitment. P35363. CHO-K1 mHTR2A beta-arrestin complementation, luminescence; percent of 30 µM serotonin response. activation, % at 7.6 µM. 0.66% of 360,000 active. AID 624169;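 active = activation above a run cutoff, the mean activation of all tested compounds plus 3 SD, cut at about 14% in these data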;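 note: 0% = plate median of compound wells and 100% = 30 µM serotonin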
# MC4R antagonist – human MC4R antagonism in cAMP assay | P32245 | MC4R-expressing cells, MTII-stimulated cAMP, LANCE TR-FRET | inhibition, % at 6.5 µM | 0.48% of 360,000 active;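 active = inhibition above its plate's cutoff, the mean of tested wells on that plate plus 3 SD, cut at about 29% in these data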;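 note: 0% = Melanotan II alone and 100% = Melanotan II plus saturating MCL0020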
#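 Test system: U2OS cells stably expressing human melanocortin 4 receptor (MC4R); also added: Melanotan II challenge; compound: 6.5 µM single dose; timing: 30-min compound preincubation, 1-h Melanotan II challenge, 1-h detection, room temperature; signal: Eu-cAMP/anti-cAMP TR-FRET, emission 671 nm; repeats: one well per compound, no replicates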
# CaV13 FRET inh – Primary screen for inhibitors of IQ motif and Ca2+-dependent inactivation inhibitor domain binding in CACNA1D, Förster resonance energy transfer in living cells, …; 0.098% of 340,000 active; inhibition, % at 12.3 µM; HEK cells, CFP/YFP FRET ICDI-IQ, plate reader, 10 min; percent FRET-ratio fall versus neutral wells; AID 743397;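 active = mean replicate inhibition of at least 30% and at least 1% of replicates passing that level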;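 note: 0% = median of the neutral control wells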
# Starred values were filed as active, the others as inactive; . = no result given.
SMILES,Vif inh,N-glyco inh,MC4R ag barr,aDG glyco up,ABCB6 inh 2,PDI turbidity,H9c2 protect,m5-HT2A agonist,MC4R antagonist,CaV13 FRET inh
Cc1nc(-c2ccc(Cl)cc2)sc1C1(C)CC(c2ccc(F)cc2)=NO1 (stereo not drawn),-4,-1,-1.3,0.2,100,9,-2,-1,1,-12
COc1cc(CN2CCNC(=O)C2CC(=O)NC2CCCC2)cc(OC)c1 (stereo not drawn),-4,1,-4.0,0.1,105,8,6,0,2,-8
O=S1(=O)CC(N2CCCC2)CN1C1CCCC1 (stereo not drawn),.,4,.,0.0,85,.,4,-4,.,.
CCNC(=O)COc1cc(C)c(Cl)c(C)c1,9,2,-3.6,-0.3,93,-18,-2,5,-1,-5
CN(C)c1ccc(/C=C/C(=O)c2ccc(C(C)(C)C)cc2)cc1[N+](=O)[O-],-7,33*,-3.0,-0.3,98,-5,-12,2,4,-6
CN(CCOC(=O)C1c2ccccc2Oc2ccccc21)C(C)(C)C,9,0,-2.0,0.0,96,28,1,1,6,.
CC(C)Oc1ccc(S(=O)(=O)N2CCOCC2)cc1NC(=O)c1ccc(Cl)c(S(=O)(=O)N2CCOCC2)c1,3,-3,1.9,-0.4,100,-29,7,-1,5,-11
CCCn1c(C)cc(/C=C(\C#N)C(=O)OCC(=O)N(C)c2c(N)n(Cc3ccccc3)c(=O)[nH]c2=O)c1C,7,1,-4.0,-0.1,99,-1,-2,-1,2,-6
CCc1nnc(NS(=O)(=O)c2ccc(NC(=O)c3cccc([N+](=O)[O-])c3)cc2)s1,-1,0,-1.9,-0.5,104,3,5,4,1,-2
Nc1nc(SCC(=O)Nc2ccccc2Sc2ccc(Cl)cc2)n[nH]1,-5,-3,-1.8,-0.2,92,4,-5,-1,1,-7
Cc1cc(Cl)ccc1N=c1ssnc1Cl,-1,0,2.0,-0.4,102,3,-32,2,-1,-7
O=C(CSc1nnc2ccccn12)NNC(=O)c1ccc(F)cc1,8,0,-0.1,0.0,92,-1,4,2,14,-1
COc1cc2c(c(OC)c1OC)-c1ccc(SC)c(=O)cc1C(NC(=O)C(F)(F)F)CC2 (stereo not drawn),-2,2,-2.2,0.3,100,8,-3,1,-20,-7
CC(=O)c1ccc(-c2ccc(C(=O)NCC(c3ccc(F)cc3)N3CCOCC3)o2)cc1 (stereo not drawn),15,2,-0.3,0.0,91,6,2,-6,13,-15
O=C(c1cccc(OC2CCN(Cc3cccc(OCCO)c3)CC2)c1)N1CCCC1,-5,-4,-2.7,0.0,99,2,0,-1,21,-6
CCCNC(=O)C1CCN(c2ccc(S(=O)(=O)N3CCOCC3)cc2Cl)CC1,1,0,-0.8,0.4,82,3,0,-3,1,-9
Cc1ccccc1C(=O)N1CCCN(C(=O)c2ccccc2C)CC1,.,-3,1.8,0.3,96,4,2,0,-3,-4
CCOc1ccc(CCNC(=O)c2cn(C)c3ccc(S(=O)(=O)N4CCOCC4)cc3c2=O)cc1OCC,-1,22,-0.9,-0.4,100,3,0,12,18,-17
O=C(CSc1nnc2c(n1)[nH]c1ccccc12)NCc1ccco1,4,-2,-2.7,0.5,94,-7,-4,-1,1,-5
CN1C(=O)N(S(=O)(=O)c2ccc(F)c(F)c2F)C(=O)C1(C)C,12,3,-1.9,0.0,99,-2,-1,4,1,-5

# Look-ups from the list.
# Result for `CN(CCOC(=O)C1c2ccccc2Oc2ccccc21)C(C)(C)C` in H9c2 protect: 1
# Result for `Cc1ccccc1C(=O)N1CCCN(C(=O)c2ccccc2C)CC1` in CaV13 FRET inh: -4

# (cont.)
SMILES,Vif inh,N-glyco inh,MC4R ag barr,aDG glyco up,ABCB6 inh 2,PDI turbidity,H9c2 protect,m5-HT2A agonist,MC4R antagonist,CaV13 FRET inh
CC(=O)N1CCN(C(=O)CSc2ncnc3sc(C)c(C)c23)CC1,-3,1,-0.1,0.2,98,-3,1,-2,4,-6
O=c1c(C(c2ccc(Cl)cc2)c2c(O)nc3n(c2=O)CCCS3)c(O)nc2n1CCCS2,-10,2,1.6,0.0,98,12,-5,2,-4,-15
COc1ccc(C2c3c(-c4ccccc4)n[nH]c3C(=O)N2c2ccc(C(=O)O)cc2)cc1 (stereo not drawn),-9,-1,0.1,-0.1,92,-1,-7,0,-5,-6
CSc1cccc(NC(=O)CN(c2cccc(C)c2)S(C)(=O)=O)c1,-13,-1,0.0,0.0,96,3,-1,0,2,-5
COc1ccc(S(=O)(=O)NC2CC2)cc1Cl,-3,0,-1.1,0.2,95,-2,-5,4,9,-20
O=C(CCSc1nc(-c2ccco2)cc(C(F)(F)F)n1)N1CCN(c2ccccc2)CC1,-13,2,0.9,0.0,100,1,-4,2,-10,-5
CCN(CC(=O)Nc1ccc(OC)cc1)C(=O)c1ccc(N2C(=O)CCC2=O)cc1,15,3,0.8,-0.1,92,-2,0,3,-1,-5
Cc1ccc(-n2c(C)cc(-c3csc(N)n3)c2C)cc1,4,2,-2.5,0.5,100,-1,-7,1,10,-2
CCOc1ccc(C2=Nn3c(nnc3-c3ccccc3OC)SC2)cc1,12,10,-2.5,-0.3,96,0,-5,-5,-21,-6
O=C(COc1ccc(S(=O)(=O)N2CCCC2)cc1Cl)N1CCN(c2ccccc2)CC1,23,2,-0.7,-0.3,96,-11,2,-2,-1,-8
Cc1cccc(OCC(=O)NCCCNC(=O)c2ccccn2)c1,-40,-1,0.2,0.0,94,-9,-4,-10,-5,-3
COc1cc2c(cc1OC)CN(CC(=O)Nc1ccc(F)cc1F)CC2,3,-1,-0.8,0.0,100,-8,3,-2,12,-21
CCOC(=O)N1CCC(NC(=O)c2ccc3c(c2)sc2nc(-c4ccccc4)cn23)CC1,-26,2,1.2,4.8,.,-5,22,-1,12,-4
CN(Cc1cccs1)C(=O)/C=C/c1ccccc1[N+](=O)[O-],-3,3,-0.7,-0.1,103,5,5,-5,8,-7
CCOc1nc(C)cc(C)c1S(=O)(=O)c1ccc(Cl)cc1,.,1,1.2,0.1,100,-11,-3,2,-6,-6
CN(C(=O)COC(=O)CSc1ccc([N+](=O)[O-])cc1)C1CCS(=O)(=O)C1 (stereo not drawn),9,2,0.8,0.0,92,11,8,-2,-3,-7
COC(=O)CNC(=O)C1Cc2ccccc2CN1S(=O)(=O)c1ccc(F)cc1 (stereo not drawn),-13,1,-1.6,-0.1,97,3,-2,-2,2,-2
CN1CCN(c2ccc(NC(=O)c3sc4ccccc4c3Cl)cc2)CC1,-5,-17,-2.8,0.7,94,-8,-22,-2,6,-2
O=C(Nc1ccc(C(=O)N2CCC(N3CCOCC3)CC2)cc1)c1ccc(Br)o1,1,2,-1.3,0.2,100,-6,-8,-4,7,-10
COC(=O)C1=CN(C)C=C(C(=O)OC)C1c1ccc(Cl)cc1Cl,1,-2,-1.6,-0.4,94,-1,-4,3,15,-8
COC(=O)c1ccc(NC(=O)CSc2ccc(-c3ccccn3)nn2)cc1,-2,0,-1.8,1.1,88,11,0,4,0,.
COC(=O)[C@H](C(C)C)N(Cc1ccccc1)S(=O)(=O)CCN1CCCC1,4,-3,0.7,-0.3,102,0,-1,-2,0,-9
O=C1N(Cc2cccc(Cl)c2)C[C@@H]2C[C@@H](c3cccn3-c3nccs3)N3CCC[C@@]123,-11,3,-1.1,-0.1,92,0,1,1,13,-6
COC(=O)c1cccc(NC(=O)Cc2ccc(OC)cc2)c1C,6,-1,1.8,0.3,102,1,12,-2,7,-4
Nc1ccccc1C=C1Cc2ccccc2C1=O,-2,-11,-1.1,0.0,104,-1,-8,-2,-11,-9
Cc1ccc(Nc2cc(C(=O)NCCCN3CCOCC3)c3ccccc3n2)cc1C,-5,-3,-1.5,0.2,90,-10,8,-4,-5,-7
c1ccc2c(-c3nc(-c4ccncc4)no3)cccc2c1,0,6,-0.1,0.1,93,-5,-6,4,1,-4
COCC1CCN(Cc2nc(-c3cccs3)no2)C1 (stereo not drawn),-5,-3,0.1,0.0,99,11,-1,4,-2,-3
Cc1ccc(OCC(=O)N2CCC3(CC2)CC(=O)c2ccccc2O3)cc1,-9,0,-4.1,0.1,93,-2,-4,-4,7,-6
Cc1ccc(S(=O)(=O)N2CCOCC2)cc1C(=O)NCc1ccc(F)cc1,-3,2,-3.4,0.2,96,1,0,-2,9,-5
CN(C)C(=S)Nc1ccc(Cl)cc1,9,1,-0.6,-0.2,99,0,1,12,8,-19
O=C(NCc1ccco1)c1csc(Nc2ccccc2Cl)n1,-7,0,-1.1,0.4,86,9,1,-3,-1,-5
c1ccc(-c2nnc(SCC3CCCO3)nc2-c2ccccc2)cc1 (stereo not drawn),-8,-3,-0.4,-0.1,101,4,-6,-1,2,-6
COc1ccc(-c2[nH]nc3c2C(c2ccccc2OC(=O)N2CCOCC2)C(C#N)=C(N)O3)cc1 (stereo not drawn),0,0,-1.0,-0.1,97,7,-1,0,-2,-5
CCCNC(=O)CN1CCN(S(=O)(=O)c2ccc(Br)s2)CC1,0,1,-3.3,-0.2,93,-4,-1,0,9,-6
COc1ccc(C(CNS(=O)(=O)c2ccc(C)cc2)N2CCN(C)CC2)cc1 (stereo not drawn),-7,-3,0.0,0.1,100,-7,0,-8,4,-6
Cc1ccc(C)c(NC(=O)CCC(=O)NNC(=O)c2cccc([N+](=O)[O-])c2)c1,-1,2,-0.9,0.0,103,-6,2,5,4,-9
COc1ccccc1C(=O)Oc1ccc2c(c1)O/C(=C\c1ccncc1)C2=O,11,2,1.4,-0.1,102,-1,-3,-1,-10,-119
COC(=O)/C(=C\c1c(OC)cc(OC)cc1OC)C(=O)c1ccc2c(c1)OCO2,0,2,-0.4,0.0,96,12,0,0,0,-5
O=C1C(=O)N(CNc2ccccn2)c2ccccc21,2,9,-0.8,0.4,97,0,0,6,-24,-3
Cc1ccc2c(c1)c(N=Nc1cccc(C(=O)O)c1)c(O)n2C,-4,1,-1.2,-0.2,101,12,7,3,-3,-3
COc1cc(C)c(-c2cc(C(=O)O)c(C)o2)cc1C(C)C,15,2,-0.1,0.2,108,9,9,1,5,.
COc1ccc(OC)c(NC(=O)CSc2nc3scc(C)c3c(=O)[nH]2)c1,15,5,-2.5,0.0,94,-2,5,1,-7,-4
COc1cc(OC)cc(C(=O)NCCSCc2ccc(Cl)cc2)c1,-11,0,-0.1,0.0,95,-13,1,-5,-4,-5
COc1ccc(S(=O)(=O)c2ccccc2)cc1NC(=O)c1c(F)cccc1F,-3,4,-0.8,0.0,95,5,3,1,8,-19
O=C1NC[C@H](CCCCN2C[C@H](Cc3ccccc3)N(CC3CCCCC3)C(=O)C2=O)N(CC2CCCCC2)C1=O,.,.,.,-0.1,96,.,.,4,.,-3
CCCCOC(=O)CSc1nc(N)c(C#N)c(-c2ccc(OCC)cc2)c1C#N,8,2,-0.2,-0.2,89,1,-16,5,-7,-5
O=C(CSc1n[nH]c(=O)n1Cc1ccco1)Nc1ccccc1Cl,-9,4,0.2,-0.1,98,12,0,8,-1,-20
